NOD2 inhibition: NOD2 signaling inhibitors, cell-based, luminescence, uHTS, HEK293 (AID 1566) | actives 0.63% (n = 290,000) | inhibition, % at 4 µM, or EC50 in µM where a hit was titrated | HEK293 NOD2/NF-kB luciferase reporter, luminescence; higher % means a stronger effect; note: many of its hits are not listed in these tables
GPR55 antagonists: inhibition of LPI-stimulated GPR55 beta-arrestin translocation – imaging, U2OS, beta-arrestin-GFP, LPI agonist, primary screen (AID 2013); inhibition, % at 10 µM, or IC50 in µM where a hit was titrated; U2OS GPR55 beta-arrestin-GFP translocation imaging, LPI antagonism; higher % means a stronger effect; actives 0.13% (n = 290,000);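 active = spots per cell inhibited over 60%, with over 100 cells counted and total cytoplasm intensity under 500,000; inconclusive = wells with under 100 cells, flagged as likely toxic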;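 note: U2OS cells stably carrying GPR55 and arrestin-GFP stimulated by 5 µM LPI near EC80; imaged beta-arrestin-GFP aggregate spots per cell after agonist stimulation; plate controls were LPI-stimulated DMSO wells for no effect and DMSO wells without LPI for full effect; some results filed as inactive read as strong as hits; confirmed hits need IC50 under 10 µM and bright autofluorescent wells are also inconclusive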
KOR beta-arrestin-1: KOR agonists, beta-arrestin recruitment, primary screen, cell-based, luminescence, uHTS (AID 1777). actives 0.02% (n = 280,000). KOR beta-arrestin recruitment, luminescence; higher % means a stronger effect. one-dose activation, % at 10 µM; EC50 in µM for titrated hits; in the data active = activation above about 50%, passing the limit was not always enough; note: a part of the inactive calls stands beside numbers as strong as those of hits
T cell HTS: T cell immune modulators affecting CD8 T cell-vesicle binding. 2C CD8+ T cell-vesicle binding, flow cytometry; hits give low values. calls only at 7 µM. actives 0.068% (n = 330,000);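 active = response, share of CD8 T cells binding vesicles, and their 90th percentile fluorescence all below set limits, cut at about 80% in these data, passing the limit was not always enough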
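Assay system: 2C TCR transgenic mouse naive CD8+ T cells, MACS-purified | Read-out: CD8+ gate FL2 mean fluorescence as % of same-row positive control | Signal: High-throughput flow cytometry with anti-B7-1 and anti-CD8 staining | Timing: Binding step 1.5 h, 37 °C, antibody labelling 20 min, ice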
KOR beta-arrestin-2: KOR antagonists, beta-arrestin recruitment, cell-based, luminescence, uHTS (AID 1778); inhibition, % at 10 µM, or IC50 in µM where a hit was titrated; KOR beta-arrestin recruitment, luminescence, antagonist mode; higher % means a stronger effect; actives 0.091% (n = 290,000); note: strong numbers were not always called active
GPR55 beta-arrestin: selective activators of receptor GPR55 – imaging, U2OS cells, beta-arrestin-GFP redistribution, primary screen (AID 1961); U2OS GPR55 beta-arrestin-GFP redistribution imaging; higher % means a stronger effect; activation, % at 10 µM, or EC50 in µM where a hit was titrated; actives 0.048% (n = 290,000);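 active = activation above 40% with more than 50 cells counted in the well; inconclusive = wells holding fewer than 50 cells, flagged as toxic or sparse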;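 note: U2OS osteosarcoma cells stably expressing GPR55 and beta-arrestin-GFP; plate controls were DMSO negative control for no effect and LPI positive control for full effect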
Myeloid diff MLP: myeloid differentiation induction; actives 1% (n = 360,000); ER-HoxA9 myeloid progenitors, lysozyme-GFP differentiation, flow cytometry; calls only at 10 µM; AID 624256;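 active = normalized GFP-positive differentiation at or above the plate's own cutoff, the solvent-only control mean plus 3 SD; inconclusive = no clear call, values can overlap the other calls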;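 note: cells exposed to compound for four days before flow analysis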
NOD1 inhibition: NOD1 signaling inhibitors, primary screen, cell-based, luminescence, uHTS (AID 1578). NOD1-driven NF-kB luciferase reporter cells, luminescence; higher % means a stronger effect. one-dose inhibition, % at 4 µM; EC50 in µM for titrated hits. actives 1% (n = 290,000); in the data active = inhibition mostly above about 36%, no sharp cut-off; inactive = mostly below about 34%;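 note: HEK-293T reporter cells stimulated with the NOD1 agonist gamma-tri-DAP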
NTR1 agonist: NTR1-driven beta-arrestin-GFP spot formation – imaging, U2OS cells, high content, primary screen (AID 493036); activation, % at 20 µM; P30989; agonist mode; actives 0.17% (n = 330,000);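 active = activation at or above 40% of the spot to cytoplasm intensity ratio, with at least 20 cells analyzed; inconclusive = wells under 20 cells, flagged as cytotoxic or low count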;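 note: 0% = DMSO without peptide and 100% = 100 nM NTR1 peptide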
Target sequence (P30989 whole entry, looked up): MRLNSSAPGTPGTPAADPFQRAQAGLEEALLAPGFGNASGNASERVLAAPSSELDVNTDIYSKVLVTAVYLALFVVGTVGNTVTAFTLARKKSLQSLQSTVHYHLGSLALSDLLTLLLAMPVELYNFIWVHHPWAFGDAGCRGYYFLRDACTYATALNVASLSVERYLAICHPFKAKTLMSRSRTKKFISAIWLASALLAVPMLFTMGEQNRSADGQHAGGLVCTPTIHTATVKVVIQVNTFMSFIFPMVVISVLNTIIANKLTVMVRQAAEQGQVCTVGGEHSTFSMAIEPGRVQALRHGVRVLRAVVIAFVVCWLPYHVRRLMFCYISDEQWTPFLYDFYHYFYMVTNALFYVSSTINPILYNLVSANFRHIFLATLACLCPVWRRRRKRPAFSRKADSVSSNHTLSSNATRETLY
T cell HTS vesicle-bound %: recorded beside T cell HTS, whose call it bears; double positive events, %; measured here: CD8+ vesicle-bound cell fraction;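 binding gate set so that unloaded-vesicle control wells show 10% double positive cells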
NTR1 agonist cell count 20 µM: also measured in NTR1 agonist; calls as there; cell count; measured here: cell count, cytotoxicity flag
Myeloid diff MLP GFP+ MAC1+ %: second read-out of Myeloid diff MLP, no call of its own (marks repeat the call); GFP+ MAC1+ double positive, %; measured here: differentiation confirmed by MAC1 staining
* marks the source's active call; other numbers are inactive results; i = inactive; ? = inconclusive; . = not tested or not shown; + = active, no number; & = joins results of further samples; [ ] = remark or other dose. Cut-off read from the data, not from the text of the source, unless noted: active = inhibition above about 50%; inactive = the rest.

The opening five compounds, to show the layout:
Molecule	NOD2 inhibition	GPR55 antagonists	KOR beta-arrestin-1	T cell HTS	T cell HTS vesicle-bound %	KOR beta-arrestin-2	GPR55 beta-arrestin	Myeloid diff MLP	Myeloid diff MLP GFP+ MAC1+ %	NOD1 inhibition	NTR1 agonist	NTR1 agonist cell count 20 µM
Cc1ccc(-c2nnn(CC(=O)N(CCN3CCOCC3)C(C(=O)NC(C)(C)C)c3ccco3)n2)cc1 (configuration not stated)	8%	8%	-3.8%	i	63	-16%[20 µM]	-0.1%	i	0.3	-28%	0.1	48
COc1ccc(CCN(C)C(=O)C2CCCN(Cc3ccc(OC)c(OC)c3)C2)cc1OC (configuration not stated)	2%&-6%	-7%&-7%	9.4%&-2.1%	i	32&58	2%&-27%	-0.1%&-0.1%	i	0.7&0.2	-10%&-56%	-0.6&1.2	52&61
Cc1ccc(Cn2ncc3c(N4CCN(CCc5ccccc5)CC4)ncnc32)cc1	-4%	-13%	8.7%	i	12	-13%	-0.6%	i	0.8	6%	7.7	50
CCc1ccc2nc(NC(=O)CCCc3cccs3)sc2c1	-24%	3%	-2.2%	i	20	-39%	-0.2%	i	1.0	-34%	0.8	83
CCc1ccc2[nH]c3nc(N/N=C/c4cccc(O)c4)nnc3c2c1	-76%	-18%	-7.0%	i	41	-9%[20 µM]	-0.1%	i	0.4	-36%	0.6	66

Results, from the first entry:
Molecule	NOD2 inhibition	GPR55 antagonists	KOR beta-arrestin-1	T cell HTS	T cell HTS vesicle-bound %	KOR beta-arrestin-2	GPR55 beta-arrestin	Myeloid diff MLP	Myeloid diff MLP GFP+ MAC1+ %	NOD1 inhibition	NTR1 agonist	NTR1 agonist cell count 20 µM
Cc1ccc(-c2nnn(CC(=O)N(CCN3CCOCC3)C(C(=O)NC(C)(C)C)c3ccco3)n2)cc1 (configuration not stated)	8%	8%	-3.8%	i	63	-16%[20 µM]	-0.1%	i	0.3	-28%	0.1	48
COc1ccc(CCN(C)C(=O)C2CCCN(Cc3ccc(OC)c(OC)c3)C2)cc1OC (configuration not stated)	2%&-6%	-7%&-7%	9.4%&-2.1%	i	32&58	2%&-27%	-0.1%&-0.1%	i	0.7&0.2	-10%&-56%	-0.6&1.2	52&61
Cc1ccc(Cn2ncc3c(N4CCN(CCc5ccccc5)CC4)ncnc32)cc1	-4%	-13%	8.7%	i	12	-13%	-0.6%	i	0.8	6%	7.7	50
CCc1ccc2nc(NC(=O)CCCc3cccs3)sc2c1	-24%	3%	-2.2%	i	20	-39%	-0.2%	i	1.0	-34%	0.8	83
CCc1ccc2[nH]c3nc(N/N=C/c4cccc(O)c4)nnc3c2c1	-76%	-18%	-7.0%	i	41	-9%[20 µM]	-0.1%	i	0.4	-36%	0.6	66
CCOC(=O)C1CCCCN1Cc1ccc(C(F)(F)F)cc1 (configuration not stated)	3%	0%	1.7%	i	43	-55%	-0.2%	i	0.9	-10%	1.6	42
Cc1ccc2[nH]c(C(=O)O)c(NC(=O)[C@@H]3C[C@@H]3c3ccccc3)c2c1	10%	13%	-0.5%	i	62	16%	-0.1%	i	0.1	-5%	0.0	52
COc1ccc(Cl)cc1NC(=O)C/C(C)=N/NC(=O)CCc1ccccc1	4%	-5%	-0.9%	i	59	-16%	.	i	0.8	-27%	0.3	52
COc1ccc(NC(=S)NC(NC(=O)C(C)C)C(Cl)(Cl)Cl)c([N+](=O)[O-])c1 (configuration not stated)	-10%	-5%	5.2%	i	59	-11%	0.0%	+	6.8*	12%	-1.7	82
COC(=O)C1=C(C)NC(=O)CC1c1ccccc1 (configuration not stated)	14%	16%	0.4%	i	35	-33%	0.2%	i	1.0	-22%	-1.6	28
CCOC(=O)N=Nc1c(O)n(C)c2ccccc12	13%	4%	-1.5%	i	48	8%	-0.3%	i	0.2	-13%	-1.2	57
CC(C)CN(C)C(=O)CCc1nnc(Cc2cccc(C(F)(F)F)c2)o1	-71%	12%	1.7%	i	1	-29%	0.2%	i	0.3	-52%	-0.5	50
COc1cc(C2c3c(oc4ccccc4c3=O)C(=O)N2c2nccs2)ccc1O (configuration not stated)	17%	4%	-4.9%	i	36	-3%	-0.1%	i	0.8	-6%	2.4	63
Cc1cccc(N(CC(=O)Nc2c(C)n(C)n(-c3ccccc3)c2=O)S(C)(=O)=O)c1	8%	6%	-3.1%	i	7	2%	0.8%	i	2.7	-6%	1.3	87
NC(=O)c1cc(S(=O)(=O)NCc2ccc(Br)cc2)cs1	25%	8%	5.0%	i	41	7%	-0.1%	i	0.3	-14%	-0.2	67
Cc1ccc(C(=O)Nc2ncn[nH]2)cc1	-3%	9%	2.4%	i	44	6%	-0.2%	i	0.2	-33%	0.0	66
Cn1cc([N+](=O)[O-])c(C(=O)Nc2ccc(C(=O)N3CCCCC3)cc2)n1	16%	10%	1.5%	i	44	2%	0.4%	i	0.3	-8%	6.3	68
COCCN(C(=S)Nc1ccccc1C)C(C)c1ccco1 (configuration not stated)	-11%	-1%	-6.3%	i	22	1%	0.3%	i	0.7	2%	0.9	60
Cc1ccc2cc(CN(Cc3cccs3)Cc3nnnn3CC3CCCO3)c(=O)[nH]c2c1 (configuration not stated)	-2%	0%	-1.5%	i	38	5%	-0.1%	i	7.3	-3%	1.6	54
COc1ccc(-c2c(-c3ccc(O)cc3O)n[nH]c2C)cc1OC	9%	7%	-5.6%	i	33	10%	-0.1%	i	5.8	26%	-1.7	54
N/C(=N\OC(=O)N1c2ccccc2Sc2ccccc21)c1ccc(Br)cc1	-11%	6%	0.6%	i	24	40%	1.5%	i	0.1	-20%	1.0	63
CCOc1ccc(CCNC(=O)Cn2ncn3nc(-c4ccc(OC)cc4)cc3c2=O)cc1OCC	-24%	7%	-9.3%	i	11	-18%	-0.3%	i	1.5	-32%	0.7	59
O=C(Cn1nnc(-c2ccccc2F)n1)Nc1ccc(C(=O)N2CCOCC2)cc1	-4%	21%	-2.6%	i	34	-17%	-0.2%	i	1.6	-24%	0.3	49
CCn1c(=O)c(C(=O)Nc2ncccc2O)c(O)c2ccccc21	4%	-13%	-4.9%	i	54	-20%[20 µM]	0.0%	i	0.3	-30%	-0.6	69
CCCOc1ccc(C(=O)CCNC(Cc2c[nH]c3ccccc23)C(=O)O)cc1 (configuration not stated)	-12%	0%	-0.1%	i	10	-18%	-0.1%	i	0.8	-11%	11	37
O=C(/C=C/c1ccncc1)c1ccc2c(c1)OCCO2	.	20%	-2.3%	i	48	35%[20 µM]	0.5%	.	.	.	7.2	46
CCOc1ccccc1C(=O)Nc1cc(C(=O)NCC(C)C)ccc1Cl	9%	2%	0.9%	i	38	16%[20 µM]	0.1%	.	.	-24%	4.9	44
CC(=O)c1cc(-c2ccc(F)cc2)n(CCC(=O)Nc2cc(C)[nH]n2)c1C	5%	-14%	-2.3%	i	58	6%	-0.1%	i	1.2	-30%	0.3	55
Cc1cc(NC(=O)CCOc2ccc(F)cc2)no1	5%	4%	-0.8%	.	.	2%	0.0%	i	0.7	0%	.	.
O=S1(=O)N(Cc2ccccc2F)CCCN1Cc1c(F)cccc1Cl	13%	81%	-5.1%	i	22	7%	0.6%	i	0.5	8%	3.2	88
CCOc1ccc(NC(=S)Nc2ccccc2C2CC2)cc1	8%	5%	.	i	50	1%[20 µM]	-0.1%	i	0.0	-22%	-1.4	92
CCN(CC)CCn1nc2c3c(cccc3c1=O)-c1ccccc1-2	-305%	-2%	-1.6%	i	57	-42%[20 µM]	-0.1%	?	.	-42%	-0.8	48
CCOC(=O)c1oc2ccc(Br)cc2c1CSc1nnc(C)s1	11%	-30%	-2.6%	i	56	4%	0.1%	i	0.7	7%	0.4	83
O=C(CNC(=O)c1ccc2c(c1)OCCO2)N=Nc1c(O)[nH]c2ccccc12	18%	-2%	-3.5%	i	22	25%	-0.2%	i	3.2	-7%	-0.5	74
COc1cccc(C(=O)Nc2cnc(NC(=O)c3ccco3)cc2C)c1	1%	5%	0.3%	i	20	-4%	0.2%	i	1.0	-25%	-3.6	73
Cc1cc2nccc(-c3ccco3)n2n1	14%	-1%	-0.4%	i	1	-7%	-0.1%	i	0.3	-31%	0.2	72
COc1cccc(/C=N/NC(=O)c2csc(-n3nc(C)cc3C(F)(F)F)n2)c1	14%	-1%	-5.8%	i	23	18%	0.3%	i	1.1	0%	0.3	67
CC(=O)N1CCN(S(=O)(=O)c2ccc(C)c([N+](=O)[O-])c2)C1C(C)C (configuration not stated)	4%	-3%	-9.2%	i	63	-16%	-0.2%	i	0.2	-31%	-0.9	32
CNC(=O)c1sccc1SCc1ccc(Cl)cc1Cl	10%	12%	-3.2%	i	35	8%	-0.1%	i	0.7	9%	-0.1	42
Nc1cccc(CN2CCCC2)c1	-1%	3%	-1.0%	i	27	-14%[20 µM]	0.2%	i	1.3	-26%	0.2	35
CNC(=S)NNC(=O)c1cccn(Cc2ccccc2)c1=O	-2%	6%	6.9%	i	31	-1%	-0.3%	i	0.1	-14%	-0.4	43
NS(=O)(=O)c1cccc(NC(=O)COC(=O)/C=C/c2ccco2)c1	16%	7%	1.1%	i	60	-3%[20 µM]	-0.1%	i	0.3	-34%	-1.7	80

Not all compounds are listed; count on the stated rates, not on these rows.
